Compound activity: PubChem, several laboratories
STK33 kinase inh = human STK33 kinase inhibition | Q9BYT3 | purified STK33, MBP phosphorylation, ADP-Glo luminescence | inhibition, % at 10 µM | 0.073% of 320,000 active | AID 2661;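 active = inhibition at or above 25%, using the most active replicate where run in duplicate; inactive = inhibition below 25%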
Target sequence (Q9BYT3 whole entry, looked up): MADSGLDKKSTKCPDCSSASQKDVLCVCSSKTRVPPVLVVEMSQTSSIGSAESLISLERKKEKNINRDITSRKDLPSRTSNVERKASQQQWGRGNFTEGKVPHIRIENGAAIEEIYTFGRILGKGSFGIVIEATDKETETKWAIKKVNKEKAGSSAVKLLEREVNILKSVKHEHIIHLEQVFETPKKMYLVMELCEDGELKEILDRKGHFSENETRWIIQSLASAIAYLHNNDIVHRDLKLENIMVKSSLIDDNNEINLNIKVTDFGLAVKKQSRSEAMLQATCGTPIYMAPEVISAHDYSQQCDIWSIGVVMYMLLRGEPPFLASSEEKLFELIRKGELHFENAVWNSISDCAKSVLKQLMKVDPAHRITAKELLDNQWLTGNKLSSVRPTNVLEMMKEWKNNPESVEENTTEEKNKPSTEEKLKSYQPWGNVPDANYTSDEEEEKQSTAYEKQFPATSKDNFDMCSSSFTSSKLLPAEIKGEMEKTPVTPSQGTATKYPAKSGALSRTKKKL
OX1R antag = OX1R (human) antagonism; inhibition, % at 6.6 µM; OX1R-expressing cells, FRET antagonist read-out; 1.8% of 330,000 active; in the data active = inhibition mostly above about 38%, no sharp cut-off; inactive = mostly below about 40%;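 also: 0% = agonist challenge alone and 100% = reference antagonist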
Target sequence (O43613 whole entry, looked up): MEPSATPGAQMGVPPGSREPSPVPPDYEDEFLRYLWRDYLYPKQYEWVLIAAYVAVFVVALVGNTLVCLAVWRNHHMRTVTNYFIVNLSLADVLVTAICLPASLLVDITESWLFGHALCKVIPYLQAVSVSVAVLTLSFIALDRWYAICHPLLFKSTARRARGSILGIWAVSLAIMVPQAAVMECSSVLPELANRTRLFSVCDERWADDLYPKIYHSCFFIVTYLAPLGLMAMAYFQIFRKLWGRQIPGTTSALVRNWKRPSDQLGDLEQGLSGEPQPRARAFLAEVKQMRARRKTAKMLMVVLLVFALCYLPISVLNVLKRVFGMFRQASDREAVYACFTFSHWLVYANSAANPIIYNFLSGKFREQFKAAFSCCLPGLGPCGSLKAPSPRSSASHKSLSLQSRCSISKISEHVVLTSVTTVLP
Active calls of the source: *; nt = no result given.

cpd	SMILES	STK33 kinase inh	OX1R antag
1	COc1ccc(CNC(=O)CN(C(=O)CCC(=O)Nc2ccccn2)c2ccc3c(c2)OCO3)cc1	-0.6	4
2	Cc1ccc(N2C(=O)CC(Sc3ncn[nH]3)C2=O)cc1 (stereo not drawn)	-2.3	10
3	CCCNC(=O)c1ccc2c(c1)ncn2-c1ccccc1OC	-1.5	-2
4	O=C(/C=C/c1ccc(O)cc1)OCc1occc(=O)c1O[C@@H]1OC(CO)[C@@H](O)[C@H](O)[C@@H]1O (stereo partly drawn)	-1.5	1
5	COc1ccc2c(c1)C(=O)N1[C@H]3c4cc(C)ccc4OC[C@@H]3[C@H](c3ccccc3)[C@]1(C)C(=O)N2	0.6	11
6	O=C(CNCc1ccc(F)cc1)Nc1cc(S(=O)(=O)N2CCOCC2)ccc1Cl	-2.2	2
7	COC(=O)C1=C(C)OC(N)=C(C#N)C1c1cc(C)sc1C (stereo not drawn)	-1.5	24
8	Nc1nc(Cl)cc(NCCc2ccccc2)n1	-1.2	15
9	CCCCN(C(=O)C1CCC1)c1c(N)n(CC(C)C)c(=O)[nH]c1=O	11	20
10	COc1cc(/C=C/C(=O)O)cc(S(=O)(=O)NCCCC(=O)O)c1OC	0.3	18
11	COc1cccc(C(=O)NC2CCN(C(=O)N3CCCCC3)CC2)c1	5.2	9
12	CCC1=NN(C(=O)c2cccc(Br)c2)C(O)(c2ccc(Br)cc2)C1 (stereo not drawn)	-2.2	10
13	CCOC(=O)N1CCN(c2c(-c3ccccc3)c3cc(Cl)ccc3[nH]c2=O)CC1	-0.9	6
14	CC1(C)CNc2cc(N)ccc2S1	0.2	3
15	C[C@H](NS(=O)(=O)c1ccccc1)C(=O)OCC(=O)NC(=O)Nc1ccc2c(c1)OCCO2	0.1	30
16	Cc1ccc(C)c(NC(=S)N(C)CCc2ccccn2)c1	-1.5	0
17	O=C1CSC(c2ccncc2)N1Cc1ccc(F)cc1 (stereo not drawn)	-0.7	2
18	CCN=C1SC(CC(=O)NC2CCCCC2)C(=O)N1CC (stereo not drawn)	0.3	5
19	COc1ccc(-c2cc(OC)c3c(C)oc(C)c3c(=O)c2)cc1OC	0.2	32
20	Cc1ccc2nc(SCC(=O)Nc3cc([N+](=O)[O-])ccc3F)[nH]c2c1	0.2	20
21	Cc1ccc(NC(=O)c2cc(C)n(-c3ccccc3)c2C)cc1	-1.3	11
22	C/C(CC(O)c1ccc2ccccc2n1)=N/O (stereo not drawn)	1.7	14
23	CN(C)CCN(Cc1ccc(Cl)cc1)c1ccccn1	-2.9	9
24	CCCN(CCC)S(=O)(=O)c1ccc(NC(=O)COc2ccccc2)cc1	-0.6	7
25	Cc1nnc(N/N=C/c2cc([N+](=O)[O-])c(N3CCC(C)CC3)cc2N2CCC(C)CC2)n1N	1.1	146*

At a glance, part of the list above.
cpd	SMILES	STK33 kinase inh	OX1R antag
13	CCOC(=O)N1CCN(c2c(-c3ccccc3)c3cc(Cl)ccc3[nH]c2=O)CC1	-0.9	6
14	CC1(C)CNc2cc(N)ccc2S1	0.2	3
15	C[C@H](NS(=O)(=O)c1ccccc1)C(=O)OCC(=O)NC(=O)Nc1ccc2c(c1)OCCO2	0.1	30
16	Cc1ccc(C)c(NC(=S)N(C)CCc2ccccn2)c1	-1.5	0
17	O=C1CSC(c2ccncc2)N1Cc1ccc(F)cc1 (stereo not drawn)	-0.7	2
18	CCN=C1SC(CC(=O)NC2CCCCC2)C(=O)N1CC (stereo not drawn)	0.3	5

(next part)
cpd	SMILES	STK33 kinase inh	OX1R antag
26	C/C(=N\NC(=O)c1ccc2c(c1)OCO2)c1ccco1	nt	15
27	COc1ccccc1CCN1CCCC(CN(C)C(=O)c2ccoc2)C1 (stereo not drawn)	-1.6	-2
28	CC(C)N(Cc1nc(-c2ccc(Cl)cc2)no1)C(=O)/C=C/c1ccccc1	1.0	21
29	COc1ccc(NC(=O)C/C(C)=N/NC(=O)c2cnccn2)cc1Cl	-0.6	4
30	CC(C)N(C(=S)Nc1cccc(S(=O)(=O)N(C)C)c1)c1ccccc1	-0.6	12
31	Cn1nnnc1SCC(=O)NCCc1ccc(Cl)cc1	-0.5	20
32	O=C(OCC(=O)N1CCc2ccccc21)c1ccc(Cl)nc1	-1.2	8
33	CC1(C)C2([N+](=O)[O-])CN3CC1([N+](=O)[O-])CN(C2)C31CCCC1	-0.4	1
34	Cc1ccc(S(=O)(=O)C2(C(=O)Nc3ccc(Br)cc3)CC2)cc1	10.0	35
35	CCOC(=O)CSCc1nc(-c2ccc(Cl)cc2)oc1C	-0.4	14
36	CCOC(=O)N1CCN(C(=O)c2cc(COc3ccc4ncccc4c3)on2)CC1	0.2	12
37	CCOC(=O)c1ccccc1NC(=O)COc1coc(CN2CCc3ccccc32)cc1=O	-1.2	14
38	Cc1ccc(C2=NN(CC(=O)NCc3cccs3)C(=O)CC2)cc1	-1.2	13
39	COc1cccc(/C=N/NC(=O)N/N=C/c2cccc(OC)c2O)c1O	0.7	-1
40	COc1ccc(/C=C(\NC(=O)c2cccs2)C(=O)Nc2ccc(C)cc2)cc1OC	-0.4	22
41	COc1nccnc1NS(=O)(=O)c1ccc(NC(=S)NC(=O)c2cccnc2)cc1	0.0	7
42	O=C(Nc1ccccc1N1CCN(C(=O)c2ccccc2)CC1)c1cc(Br)ccc1Cl	-1.2	14
43	COc1cccc(N/C(SCc2cccc([N+](=O)[O-])c2)=C(/C#N)C(N)=O)c1	-1.0	21
44	CCNc1c2c3c(cccc3n(C)c1=O)C(=O)c1ccccc1-2	0.0	30
45	CCCOc1ccc(/C=N/NC(=O)CN2CCCCC2)cc1OCC	-0.6	-6
46	O=C(NCc1cccnc1)c1ccc(COc2ccccc2Br)cc1	-0.2	29
47	CSc1cccc(Nc2ccc(S(=O)(=O)N3CCOCC3)cc2[N+](=O)[O-])c1	-1.3	15
48	Cc1ccc(NC(=O)Nc2ccc3c(c2)CCC3)cc1	-2.1	24
49	CC(=O)c1cccc(NC(=O)N2CCCCCC2)c1	-1.9	18
50	CCc1ccc(C(=O)Cc2cc3cccc(OC)c3oc2=O)cc1	-1.6	-4
51	O=C(CCCn1c(SCC(=O)c2ccccc2)nc2ccccc2c1=O)NCC1CCCO1 (stereo not drawn)	0.9	14
52	O=C(Cc1noc2ccccc12)Nc1ccc2ccccc2c1	0.3	16
53	Cc1cc(C)c2c(NC(=S)NC(=O)c3ccccc3)n[nH]c2n1	-0.8	7
54	CC(C)n1nc(CC(=O)O)c2ccccc2c1=O	-0.4	21
55	Cc1ccccc1CC1(CO)CCCN(Cc2cn[nH]c2-c2ccccc2)C1 (stereo not drawn)	-0.7	15
56	Cc1cc(=O)oc2cc(NC(=O)C3COc4ccccc4O3)ccc12 (stereo not drawn)	-1.4	16
57	O=C1C=C(c2cccc(CO)c2)C[C@@H](c2ccc(Cl)cc2)C1	-0.7	-4
58	O=C(c1cccc(Cl)c1)N1CCC(N2CCC(C(=O)N3CCCC3)CC2)CC1	-0.9	11
59	Cn1c2c(c(=O)n(C)c1=O)C(NC(=O)c1cccs1)(C(F)(F)F)C(=O)N2 (stereo not drawn)	0.5	19
60	Cc1nc(-c2coc3cc(O)c(C)cc3c2=O)cs1	1.4	86*
61	Cc1nn(Cc2ccccc2)c(Cl)c1C(=O)NCc1ccco1	-2.4	5
62	O=C1C2C3C=CC(C3)C2C(=O)N1/N=C/c1cn(Cc2ccccc2)c2ccccc12 (stereo not drawn)	-0.6	16
63	CCS(=O)(=O)c1nc(S(=O)(=O)c2ccc(C)cc2)c(N2CCOCC2)s1	-0.3	0
64	N#Cc1c(NC(=O)c2ccc(N3CCOCC3)c([N+](=O)[O-])c2)sc2c1CCCC2	0.0	8
65	Nc1[nH]c(N=NC(=O)c2ccc(F)cc2)c2ccccc12	0.0	34
66	O=S1(=O)N=C(Oc2ccccc2)c2ccccc21	1.2	2
67	O=C(Cc1ccccc1F)Nc1nc2ccccc2[nH]1	8.4	25
68	O=C(Nc1nc2ccc(F)cc2s1)c1ccccn1	-0.7	32
69	CCC(C)NC(=S)N1CCN(C(c2ccccc2)c2ccccc2)CC1 (stereo not drawn)	-1.8	10
70	CC(=O)N1CCC(C(=O)N2CCN(S(=O)(=O)c3cccs3)CC2)CC1	-0.1	21
71	CCN(CC)C(=O)c1ccccc1NC(=O)CN1C(=O)c2ccccc2C1=O	nt	19
72	Cc1ccccc1C(=O)N1CCC(C(=O)NN2C(=O)NC3(CCC(C)CC3)C2=O)CC1 (stereo not drawn)	-1.3	6
73	COCc1cc(C)nc(SCC(=O)Nc2ccc3c(c2)n(C)c(=O)n3C)c1C#N	-0.7	15
74	Nc1nc(NC(=O)c2ccccc2)nn1-c1ccccc1	-0.2	2
75	CN1CCN(CCC(=O)Nc2ccc(C3CCCC3)cc2)CC1	-1.1	29

Next part
cpd	SMILES	STK33 kinase inh	OX1R antag
76	CCCCc1cc(O)c(CCCC)c(O)c1	-1.4	8
77	Cc1cc(Sc2ncnc(N)c2[N+](=O)[O-])ncn1	-2.4	56
78	CCOc1ccc(C(=O)NCC(=O)NNC(=O)c2cc(C)oc2C)cc1OCC	-1.1	-3
79	CCC(C)(C(=O)NC1CCCC1)N(Cc1cccs1)C(=O)c1ccccn1 (stereo not drawn)	-0.8	16
80	CC1=C(C(=O)OCc2ccccc2)C(c2ccccc2Cl)NC(=O)N1C (stereo not drawn)	-1.1	13
81	Cc1ccc(-n2ncc3c(=O)n(CC(=O)N(C)C)cnc32)cc1C	-2.1	1
82	O=C(Nc1cccc2cccnc12)c1cccc(Cl)c1	0.7	62*
83	Cc1[nH]nc2c1C(c1ccsc1)C1=C(CC(C)(C)CC1=O)N2 (stereo not drawn)	3.8	19
84	COc1ccc(NC(=O)c2cc(S(=O)(=O)N3CCOCC3)cn2C)cc1Cl	-1.6	7
85	CCOc1ccc(NC(=O)c2cc(S(=O)(=O)N3CCOCC3)cs2)cc1	-1.4	7
86	NNC(=O)c1csc(CS(=O)(=O)c2ccc(Cl)cc2)n1	-0.3	1
87	O=C(C1CCC(=O)N(C2CCCC2)C1)N1CCN(c2ccc(Cl)cc2)CC1 (stereo not drawn)	-0.6	5
88	O=C1NC[C@H](Cc2ccc(O)cc2)N(CC2CCCCC2)C1=O	-3.2	20
89	Cc1ccc(NC(=O)COC(=O)CCc2nc3ccccc3c(=O)[nH]2)c(Br)c1	-0.1	7
90	O=C(CS(=O)(=O)c1ccccc1)Nc1ncc([N+](=O)[O-])s1	0.9	27
91	CCOCc1[nH]c(=S)[nH]c(=O)c1Cc1ccc(OCC)cc1	-0.7	3
92	Cc1cc(NCc2cccnc2)no1	-0.9	9
93	Cc1sc(N)nc1-c1ccccc1	-2.7	25
94	O=C(Nc1ccc(Cl)c(Cl)c1)N1CC=C(c2ccccc2)CC1	0.1	56*
95	Cc1cccc(NC(=O)/C=C/c2ccc([N+](=O)[O-])s2)c1	-1.1	22
96	CSc1nsc(SC)c1C(=O)Nc1ccc(Cl)cc1	-1.5	18
97	O=c1c2ccsc2ncn1Cc1ccccc1F	2.8	32
98	N#CC1(C#N)C(c2ccccc2)OC23CCCCCC2C1(C#N)C(=N)O3 (stereo not drawn)	-2.3	7
99	O=C(O)COc1cccc(NC(=O)c2ccccc2)c1	0.8	7
100	COC(=O)c1ccc2nc(NC(=O)CN3C(=O)CCC3=O)sc2c1	2.0	20
101	Nc1nc(NCc2ccccc2)nc(NCCO)c1[N+](=O)[O-]	0.9	6
102	Cc1cc(C(=O)NCC(=O)OCC(=O)NCCc2ccccc2)ccc1[N+](=O)[O-]	-1.0	27
103	Cc1ccnc(NC(=S)NC(=O)c2cccs2)c1	1.8	10
104	O=C1CS/C(=C/C(=O)c2ccccc2)N1	-0.5	7
105	CCc1ccc2nc(SCC(=O)Nc3nnc(C)s3)c(C)cc2c1	-0.1	4
106	O=C(c1ccc(CNc2c(N3CCCC3)c(=O)c2=O)cc1)N1CCc2ccccc2C1	-2.1	-1
107	Cn1c2c(c3cc([N+](=O)[O-])ccc31)CCCC2	-1.2	39
108	COc1ccc(NS(=O)(=O)c2cccc(C(=O)N/N=C(\C)c3ccncc3)c2)cc1	-1.4	17
109	COC(=O)CN(c1ccc(C)cc1)S(=O)(=O)c1ccc2c(c1)n(C)c(=O)c(=O)n2C	-0.2	1
110	CCOC(=O)c1c(C)[nH]c(C(=O)NCC(c2ccco2)N2CCCCC2)c1C (stereo not drawn)	-0.3	0
111	CCCC[C@@H]1CNC(=S)N1CCc1cccc2ccccc12	0.8	4
112	COc1cc(/C=C(\C#N)c2nc3ccc(C)cc3[nH]2)c([N+](=O)[O-])cc1OC	-0.6	49
113	O=C(N/N=C/c1ccccn1)c1c[nH]c2ccccc12	4.5	8
114	O=C(NCc1cn2ccccc2n1)c1ccco1	-1.6	-4
115	[O-]/C(=C(\C(=S)NCc1ccccc1)[n+]1ccccc1)c1ccc(Cl)s1	9.7	23
116	S=C(c1ccc(-c2ccccc2Cl)o1)N1CCCCC1	0.3	6
117	CCOc1c2ccc(C(=O)NCc3ccc(C)cc3)cc2nn1CCOC	-0.8	13
118	O=C(CN1CCN(S(=O)(=O)c2ccc(C(F)(F)F)cc2)CC1)N1CCNC1=O	0.3	4
119	CCc1ccc(NC(=O)C(=O)N/N=C(\C)CC(=O)Nc2ccc(OC)cc2)cc1	-3.2	13
120	O=C(C[C@H]1C/C=C\CC[C@H](Cc2ccc(F)cc2)C(=O)O[C@H](c2ccccc2)CNC1=O)N[C@H](CO)Cc1ccccc1	0.7	10
121	Clc1cccc(-c2nc3nc4ccccc4nc3n2Cc2ccco2)c1	-0.4	16

In another format: 2 of the compounds above
105	CCc1ccc2nc(SCC(=O)Nc3nnc(C)s3)c(C)cc2c1
106	O=C(c1ccc(CNc2c(N3CCCC3)c(=O)c2=O)cc1)N1CCc2ccccc2C1
screen / no.	105	106
STK33 kinase inh	-0.1	-2.1
OX1R antag	4	-1

Structures above that have a CF3 group:
cpd	SMILES	STK33 kinase inh	OX1R antag
59	Cn1c2c(c(=O)n(C)c1=O)C(NC(=O)c1cccs1)(C(F)(F)F)C(=O)N2 (stereo not drawn)	0.5	19
118	O=C(CN1CCN(S(=O)(=O)c2ccc(C(F)(F)F)cc2)CC1)N1CCNC1=O	0.3	4
